Screening data from PubChem.
OXTR ag: agonists of human oxytocin receptor; P30559; CHO-OTR cells, Fluo-8 calcium fluorescence; normalized: DMSO 0%, oxytocin 100%; activation, % at 3 µM; actives 0.32% (n = 320,000); AID 2435;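 active = activation above the mean of all tested compounds plus 3 SD, cutoff set per screening run, cut at about 20% in these data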;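 also: peak over basal fluorescence ratio from a 100 s FLIPR kinetic read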
PHOSPHO1 inh: blocks human PHOSPHO1 phosphatase activity; Q8TCT1; recombinant PHOSPHO1, absorbance phosphatase assay; inhibition, % at 13.3 µM; actives 1.1% (n = 290,000); in the data active = inhibition above about 60%
Target sequence (Q8TCT1 whole entry, looked up): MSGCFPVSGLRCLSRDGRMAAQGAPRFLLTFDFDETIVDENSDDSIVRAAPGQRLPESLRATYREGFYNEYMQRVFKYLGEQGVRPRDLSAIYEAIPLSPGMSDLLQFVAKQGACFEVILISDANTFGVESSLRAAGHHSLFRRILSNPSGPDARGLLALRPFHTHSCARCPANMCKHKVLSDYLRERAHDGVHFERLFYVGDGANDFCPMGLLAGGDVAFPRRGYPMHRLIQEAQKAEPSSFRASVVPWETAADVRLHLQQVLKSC
MEKK2wt PB1 HTS: raises or lowers MEK5 binding to wildtype human MEKK2 PB1 domain. Q9Y2U5. bead flow cytometry, Alexa488-MEK5 binding to MEKK2 WT; actives lie on both sides. binding response (% of control), % at 10 µM. actives 1.1% (n = 290,000); in the data active = binding response below about 67% or above about 130%
MEKK2 mut-MEK5: signal of MEK5 binding to mutant human MEKK2 PB1 domain; bead flow cytometry, Alexa488-MEK5 binding to MEKK2 mutant; percent response, % at 10 µM; actives 0.35% (n = 290,000); AID 1530; in the data active = percent response above about 24%, passing the limit was not always enough; also: inactives centre near 1; some results filed as inactive read as strong as hits; reference of the scale not given here
NALP1 inh: NALP1 inhibition. S. cerevisiae NALP1/ASC/caspase-1 growth, X-gal OD620, 72 h. inhibition, % at 10 µM. actives 0.61% (n = 280,000). AID 2071; in the data active = inhibition mostly above about 24%, no sharp cut-off; inactive = mostly below about 32%; also: some compounds called inactive have numbers as strong as hits
GalR3 antag: antagonists of human GalR3 | O60755 | HEK293 GalR3-CNG cAMP membrane potential fluorescence; galR3 body fused to GalR1 C-terminus | inhibition, % at 3 µM | actives 0.44% (n = 360,000) | AID 651719;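 active = inhibition above the screen-wide average plus 3 SD, cut at about 13% in these data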;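 also: forskolin and galanin both at EC90 stimulate the cells; cAMP rise reported by CNG channel membrane potential dye signal; 0% = forskolin plus galanin with DMSO and 100% = forskolin alone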
Target sequence (O60755 1-299 limits assumed): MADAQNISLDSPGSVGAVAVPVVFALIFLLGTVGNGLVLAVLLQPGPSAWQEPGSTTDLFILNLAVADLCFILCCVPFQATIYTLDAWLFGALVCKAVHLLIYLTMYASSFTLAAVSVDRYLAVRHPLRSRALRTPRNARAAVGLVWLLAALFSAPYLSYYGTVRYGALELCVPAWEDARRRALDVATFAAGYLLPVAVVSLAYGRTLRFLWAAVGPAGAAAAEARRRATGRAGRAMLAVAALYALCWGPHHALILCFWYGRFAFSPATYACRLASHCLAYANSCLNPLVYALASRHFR
V1aR counter: V1a receptor agonism, counter-screen for OXTR agonists; P37288; activation, % at 3 µM; AID 2797; actives 0.25% (n = 320,000); CHO-V1R cells, Fluo-8 calcium fluorescence, agonist mode; 0% DMSO, 100% 3 nM vasopressin;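 active = activation above the mean activation of all tested compounds plus 3 SD, per screening run, cut at about 20% in these data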;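 also: signal is peak over basal fluorescence ratio across a 100 second FLIPR read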
Target sequence (P37288 whole entry, looked up): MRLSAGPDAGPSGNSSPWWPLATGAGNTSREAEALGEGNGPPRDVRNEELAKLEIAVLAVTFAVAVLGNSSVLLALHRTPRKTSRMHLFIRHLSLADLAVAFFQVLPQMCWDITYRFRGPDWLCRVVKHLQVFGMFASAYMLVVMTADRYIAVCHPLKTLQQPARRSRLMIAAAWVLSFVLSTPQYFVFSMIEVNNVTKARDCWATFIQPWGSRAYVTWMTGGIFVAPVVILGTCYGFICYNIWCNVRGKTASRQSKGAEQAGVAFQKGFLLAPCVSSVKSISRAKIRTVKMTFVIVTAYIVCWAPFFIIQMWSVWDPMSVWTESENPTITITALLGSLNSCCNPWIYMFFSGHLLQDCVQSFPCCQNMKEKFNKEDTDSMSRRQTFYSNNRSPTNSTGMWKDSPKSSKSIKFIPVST
MEKK3 PB1 HTS: MEKK3-MEK5 PB1 interaction, increase or decrease; Q99759; bead-based flow cytometry, Alexa488-MEK5 binding to MEKK3; actives lie on both sides; 0 = blocked by unlabeled MEK5, 100 = vehicle; binding response (% of control), % at 10 µM; actives 1.4% (n = 290,000); AID 1529;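 active = binding response more than 3 SD above or below the average of its plate-row segment, actives on both sides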;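 also: Alexa488 bead fluorescence after subtracting the streptavidin-only scavenger bead signal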
GPR7 antag: human neuropeptides B/W receptor 1 antagonism. P48145. GPR7-expressing cells, fluorescence antagonist assay. inhibition, % at 4.4 µM. AID 1861. actives 1.1% (n = 290,000); in the data active = inhibition above about 16%, passing the limit was not always enough;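 also: cells stimulated with the agonist NPW; 0% = agonist with vehicle and 100% = vehicle without agonist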
An asterisk follows results filed as active; . = no result given.

SMILES	OXTR ag	PHOSPHO1 inh	MEKK2wt PB1 HTS	MEKK2 mut-MEK5	NALP1 inh	GalR3 antag	V1aR counter	MEKK3 PB1 HTS	GPR7 antag
CS(=O)(=O)N1CCC(C(=O)Nc2ccc(F)cc2)CC1	0.5	.	105	2	-20	-10	2.2	99	-2
O=C(Nc1cc2c(oc1=O)CCCC2=O)c1ccccc1	-0.1	29	91	-4	33	-4	0.7	97	8
CN(C)C(=O)CSc1nnc(-c2cnccn2)n1C	-0.3	-8	89	-7	14	-4	1.6	76	-2
NCCCSC1=NCCCN1	0.4	14	84	-9	5	-4	-0.1	87	-9
CCN(CC)c1ccc(/C=N\N2CCN(Cc3ccc(C)cc3)CC2)cc1	-2.0	12	106	0	-6	-1	-1.0	96	-10
CCOc1ccc2nc(NCCNC(=O)C3CC3)c(C)cc2c1	-1.1	-12	106	7	18	-4	-0.6	108	.
Cc1cc(/C=N/NC(=O)c2cccc(N(C)C)c2)c(C)n1-c1cc(C(=O)O)cc(C(=O)O)c1	.	-1	100	2	22	.	.	101	1
COc1ccccc1C(=O)Nc1ccccn1	-1.4	11	100	-2	25	-4	0.3	100	0
CCOc1ccc(C(=O)Nc2ccc3c(c2)OCCO3)cc1OC	-0.7	-7	102	-2	26	-5	-1.2	99	-12
Cc1ccccc1CS(=O)(=O)Cc1ccc(C(=O)NCCCN2CCOCC2)o1	0.7	0	.	.	4	-9	-0.4	.	-11
Cc1ccc(/C(CSc2nccn2-c2ncc(C(F)(F)F)cc2Cl)=N\O)cc1	4.3	44	92	-12	38	-3	3.2	86	-6
CCOc1ccccc1C1C(C#N)=C(N)Oc2cc(C)n(C)c(=O)c21 (configuration not stated)	0.6	-7	102	5	30	-5	-0.1	103	-3
Cc1ccc(C)c(C(=O)COC(=O)Cn2c(C)csc2=O)c1	-0.1	47	97	3	12	0	0.6	95	-13
NC(=O)[C@H](Cc1cc2ccccc2s1)NC(=O)[C@@H]1CC2(CC(c3cccc(NC(=O)[C@@H]4CCC(=O)N4)c3)=NO2)CN1C(=O)/C=C/Sc1ccccc1 (some centres not stated)	-0.2	8	99	-4	24	-4	1.0	101	-4
CC(C)C(=O)Nc1ccc(NC(=O)c2cccnc2)cn1	0.8	-5	102	3	-2	-5	0.2	107	4
CCOc1ccc2nc(NCCNC(=O)C(C)(C)C)c(C)cc2c1	0.1	16	98	-7	-8	2	0.8	98	-2
COC(=O)c1cc(COc2ccc3c4c(c(=O)oc3c2)CCC4)c(C)o1	13	-3	.	.	21	.	0.2	.	-2
C=C1C(C(=O)N2CCOCC2)C1C(=O)N1CCOCC1 (configuration not stated)	0.3	-22	95	-1	-9	0	0.3	97	-1
Cc1ccc(SCCC(=O)N2CCC(C(N)=O)CC2)cc1	-0.2	6	104	3	12	2	0.3	104	-7
COc1cccc(NC(=O)COC(=O)/C=C/c2ccc(Cl)cc2Cl)c1	0.5	5	99	-1	25	-2	1.6	99	-7
COc1ccc(NC2CC(=O)N(c3cccc(C)c3)C2=O)cc1 (configuration not stated)	-0.3	18	109	7	19	-4	-0.2	103	-7
Cc1cc(C)c(C)c(OC(=O)c2sc(Cl)nc2C)c1	-2.2	8	110	1	17	-9	-0.7	125	-6
Cc1ccc(S(=O)(=O)N2CCN(C(=O)CCN3C(=O)c4ccccc4C3=O)CC2)cc1C	-1.2	-9	103	-2	26	0	0.9	99	-13
Cc1ccccc1C(=O)N/N=C1\SCC(=O)N1Cc1ccco1	0.7	-6	103	0	-20	7	0.8	104	-10
Cc1cc(C=C2C(=O)c3ccccc3C2=O)c(C)n1C	0.8	6	93	-2	46	-2	1.9	93	-3
O=C(CCc1nc(-c2ccccc2F)no1)NC1CCN(Cc2ccccc2)CC1	4.2	7	121	24*	27	-3	4.0	106	-2
Cc1ccc(SCC(=O)NC(=O)c2ccc(S(=O)(=O)N(C)C)cc2)cc1C	2.8	9	104	-3	30	-2	3.2	100	-5
Cc1noc(/C=C/N(C)C)c1S(=O)(=O)N1CCN(c2ccccc2)CC1	-0.1	-18	108	7	-12	.	2.1	110	-13
Cn1c(-c2cnn(-c3ccccc3)c2N)n[nH]c1=S	0.4	-74	103	2	33	-4	-0.1	106	-4
O=c1c2ccccc2nnn1CSc1nnc(-c2cccc(S(=O)(=O)N3CCCCC3)c2)o1	-0.3	14	114	1	-8	-1	0.5	108	-8
O=C(c1cccc(S(=O)(=O)Nc2ccccc2F)c1)N1CCN(c2ccccc2F)CC1	-0.8	20	110	1	11	0	2.4	115	-25
Cc1ccc(NC(=O)Nc2ccon2)cc1Cl	4.3	46	96	-6	6	-2	2.5	103	-6
COc1ccc(N2CCN(C(=O)c3cc4c(s3)-c3ccccc3OC4)CC2)cc1	-1.1	5	95	0	8	.	1.6	100	-2
CCN1CCN(S(=O)(=O)c2ccc(S(=O)(=O)NC3CC3)cc2)CC1	0.2	45	103	6	6	-9	0.1	102	-3
CCOC(=O)c1c(C)[nH]c(C(=O)COC(=O)C2=NNC(=O)CC2)c1C	-0.2	-10	74	-13	3	5	0.3	75	3
CCc1c(C(=O)NNC(=S)NCCc2ccccc2)csc1C	1.3	27	98	9	-9	-5	3.0	107	-10
CCOC(=O)c1c[nH]c2c(C)ccc(Cl)c2c1=O	0.4	27	99	1	0	-1	1.4	101	-14
CC1CCCN(c2ccc(C(=O)NCC3CCCO3)cn2)C1 (configuration not stated)	-0.3	-22	98	2	18	-2	-0.2	97	7
CCCCc1ccc(NC(=S)NN2CCOCC2)cc1	1.9	34	109	4	11	-7	1.0	96	-8
Cc1c(C#N)c(N)nc2c3c(sc12)NC(=O)CC3c1ccccc1 (configuration not stated)	-1.6	5	99	-1	28	10	0.5	124	4

Reprinted from the part before: 6 compounds, then new ones.
SMILES	OXTR ag	PHOSPHO1 inh	MEKK2wt PB1 HTS	MEKK2 mut-MEK5	NALP1 inh	GalR3 antag	V1aR counter	MEKK3 PB1 HTS	GPR7 antag
CCOC(=O)c1c(C)[nH]c(C(=O)COC(=O)C2=NNC(=O)CC2)c1C	-0.2	-10	74	-13	3	5	0.3	75	3
CCc1c(C(=O)NNC(=S)NCCc2ccccc2)csc1C	1.3	27	98	9	-9	-5	3.0	107	-10
CCOC(=O)c1c[nH]c2c(C)ccc(Cl)c2c1=O	0.4	27	99	1	0	-1	1.4	101	-14
CC1CCCN(c2ccc(C(=O)NCC3CCCO3)cn2)C1 (configuration not stated)	-0.3	-22	98	2	18	-2	-0.2	97	7
CCCCc1ccc(NC(=S)NN2CCOCC2)cc1	1.9	34	109	4	11	-7	1.0	96	-8
Cc1c(C#N)c(N)nc2c3c(sc12)NC(=O)CC3c1ccccc1 (configuration not stated)	-1.6	5	99	-1	28	10	0.5	124	4
CCN1CCN(C(=O)Cn2nc(C)n3c(cc4c(OC)cccc43)c2=O)CC1	0.5	27	93	1	4	-2	0.1	97	-17
O=C(NNC(=S)Nc1ccccc1)C1CCCCC1	0.4	-12	101	2	-4	-4	0.2	103	4
O=C(CSc1nnc(CNC(=O)c2c(F)cccc2Cl)o1)Nc1ccccc1	-0.1	6	.	.	20	-7	0.1	.	-13
COC(=O)C(NC(C)=O)(Nc1sc2c(c1C(N)=O)CCCC2)C(F)(F)F (configuration not stated)	0.3	9	96	-1	0	-7	-0.1	101	-10
Cc1nonc1NC(=O)CSc1nc2ccccc2[nH]1	0.9	37	100	-2	-10	-6	2.1	97	-21
O=C(N/N=C/c1ccc(Br)cc1)c1ccccc1-n1cccc1	-2.0	8	102	3	15	.	-0.4	101	-3
CC(C)c1ccc(OCc2ccc(C(=O)N(C)C)o2)cc1	8.4	29	102	0	23	-9	7.3	100	6
CCN(CC)C(=O)c1ccccc1NC(=O)c1ccccc1SC	-0.5	48	98	-2	-7	-2	-1.0	100	-15
CN(C(=O)C1CCCO1)c1nnc(-c2cnccn2)s1 (configuration not stated)	0.4	13	101	-1	2	1	-0.5	102	-15
COc1ccc(-c2nnn(CC(=O)c3c[nH]c4ccccc34)n2)cc1OC	16	19	105	4	-1	0	11	111	10
Cc1ccc(-n2c3c(cc(C(=O)NCC(=O)c4ccccc4)c2=O)C(=O)CCC3)cc1	-1.0	33	108	8	10	-2	-0.4	105	-15
CN1CCN(C(=O)CCc2nc(-c3ccc(Cl)cc3)no2)CC1	1.8	51	101	3	-15	-5	0.7	104	-1
COC(=O)c1c(NC(=O)c2ccccc2)sc(C(=O)c2ccccc2)c1C	2.0	15	94	1	27	-3	2.4	101	-5
O=C(O)CCCCCNC(=O)Nc1ccc2c(c1)OCCO2	-0.2	8	104	6	2	-3	0.5	105	-3
O=C(CSc1nnc(Cc2ccccc2)o1)NCc1ccc2c(c1)OCO2	-0.8	8	97	-3	12	-6	-0.9	99	-14
COCCOc1nc2ccccc2nc1C	-0.8	-6	92	-3	4	-1	0.7	96	-7
Cc1c(Cl)cccc1NC(=O)Nc1cnccn1	0.4	46	105	3	26	-4	1.4	102	6
NS(=O)(=O)c1ccc(NC(=O)C(=O)NCCC(=O)O)cc1	1.4	37	93	-15	17	2	-0.4	91	-6
CC1CN(C(=O)NCc2ccccc2)c2cc(Cl)ccc2O1 (configuration not stated)	.	34	104	4	20	-11	.	107	-8
CCOC(=O)n1c(=O)n(Cc2ccc(F)cc2)c2ccccc21	-2.3	36	97	1	-14	-5	-0.8	100	-7

Pulled by compound from above, two records:
SMILES	OXTR ag	PHOSPHO1 inh	MEKK2wt PB1 HTS	MEKK2 mut-MEK5	NALP1 inh	GalR3 antag	V1aR counter	MEKK3 PB1 HTS	GPR7 antag
COc1ccc(-c2nnn(CC(=O)c3c[nH]c4ccccc34)n2)cc1OC	16	19	105	4	-1	0	11	111	10
Cc1nonc1NC(=O)CSc1nc2ccccc2[nH]1	0.9	37	100	-2	-10	-6	2.1	97	-21

(list continues)
SMILES	OXTR ag	PHOSPHO1 inh	MEKK2wt PB1 HTS	MEKK2 mut-MEK5	NALP1 inh	GalR3 antag	V1aR counter	MEKK3 PB1 HTS	GPR7 antag
CN(C)c1nc2n(c(=S)n1)CCS2	-0.1	25	118	10	16	-1	0.0	115	-14
O=C(CSc1nnnn1-c1ccc(Cl)cc1)Nc1cccnc1Cl	4.3	-12	102	3	15	-13	7.5	102	-12
C=CCN(C(=O)CNC(=O)c1ccco1)C(C(=O)NC1CCCCC1)c1ccc(OC)cc1 (configuration not stated)	0.1	3	101	4	-3	-6	0.3	103	-16
Cc1nnc(SCCN2CCOCC2)n1-c1cccc(Cl)c1	-0.2	6	97	-3	6	-3	1.8	100	2
COc1ccc(OC)c(N(CC(=O)NC2CCCCCC2)S(=O)(=O)c2ccc(C)cc2)c1	-0.7	-34	102	4	5	-7	-1.1	102	14
